Mdm2-MdmX inh: inhibitors of human Mdm2/MdmX interaction; O15151+Q00987; SaOS-2 split-luciferase Mdm2/MdmX complementation, luminescence; inhibition, % at 8 µM; actives 3% (n = 330,000); AID 485346;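 active = inhibition of at least 50% at 8 µM in the primary screen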
Target sequence (O15151 whole entry, looked up): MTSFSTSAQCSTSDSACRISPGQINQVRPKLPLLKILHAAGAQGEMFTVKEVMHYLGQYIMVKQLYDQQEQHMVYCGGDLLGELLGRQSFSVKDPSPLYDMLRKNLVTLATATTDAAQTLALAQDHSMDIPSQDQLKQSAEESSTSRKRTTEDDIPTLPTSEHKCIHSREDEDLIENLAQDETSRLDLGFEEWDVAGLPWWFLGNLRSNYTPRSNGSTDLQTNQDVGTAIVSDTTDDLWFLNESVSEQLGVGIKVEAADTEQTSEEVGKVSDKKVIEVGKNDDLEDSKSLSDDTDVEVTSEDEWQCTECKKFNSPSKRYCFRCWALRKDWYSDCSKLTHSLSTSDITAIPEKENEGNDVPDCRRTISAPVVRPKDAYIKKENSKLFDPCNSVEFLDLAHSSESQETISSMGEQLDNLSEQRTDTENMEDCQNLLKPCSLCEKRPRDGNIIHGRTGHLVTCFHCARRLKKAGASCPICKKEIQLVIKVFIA
Target sequence (Q00987 whole entry, looked up): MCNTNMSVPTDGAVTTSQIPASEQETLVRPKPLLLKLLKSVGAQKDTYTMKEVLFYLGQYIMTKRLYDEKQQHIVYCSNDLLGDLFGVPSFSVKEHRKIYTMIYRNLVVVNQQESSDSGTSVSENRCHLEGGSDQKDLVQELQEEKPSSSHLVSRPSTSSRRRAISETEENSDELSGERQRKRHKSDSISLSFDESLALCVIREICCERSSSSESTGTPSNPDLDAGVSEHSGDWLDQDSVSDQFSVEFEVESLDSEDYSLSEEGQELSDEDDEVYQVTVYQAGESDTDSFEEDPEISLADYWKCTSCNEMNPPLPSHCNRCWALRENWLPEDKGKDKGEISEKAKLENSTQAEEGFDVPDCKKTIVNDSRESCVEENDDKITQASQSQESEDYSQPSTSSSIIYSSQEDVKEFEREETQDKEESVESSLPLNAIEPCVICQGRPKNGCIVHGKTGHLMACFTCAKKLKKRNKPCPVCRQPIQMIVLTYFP
tim23-1 inh: tim23-1 yeast growth inhibition; actives 1.3% (n = 330,000); S. cerevisiae tim23-1 growth, BacTiter-Glo luminescence, 24 h; inhibition, % at 20 µM;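 active = growth inhibition of the mutant yeast at or above 50%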;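 also: temperature-sensitive mutant grown at 25 °C; plate controls were DMSO-treated mutant yeast for no effect and medium wells lacking yeast for full effect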
Jurkat NFkB inh: inhibitors of the PMA/ionomycin-induced NF-kB reporter in Jurkat cells | AID 435003 | PMA/ionomycin-induced NF-kB luciferase reporter, luminescence | inhibition, % at 4 µM | actives 0.53% (n = 330,000); in the data active = inhibition above about 50%
tim10-1 inh: inhibits growth of tim10-1 mutant yeast; actives 2.2% (n = 330,000); inhibition, % at 20 µM; S. cerevisiae tim10-1 ts strain growth, BacTiter-Glo, 24 h; AID 463190;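 active = inhibition of at least 40%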;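 also: mutant grown at 25 °C; 0% = DMSO wells with yeast and 100% = wells holding no yeast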
UPR XBP1 act: activators of adaptive arm of unfolded protein response (XBP1); CHO-XBP1 luciferase reporter, IRE1-XBP1 UPR activation, luminescence; percent of tunicamycin response, DMSO as zero; activation, % at 20 µM; actives 0.33% (n = 330,000); AID 463104;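 active = versus positive control, 20 µM dose yields 30% or more activation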;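 also: 100% = tunicamycin at 10 µg/mL and 0% = DMSO only wells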
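Material: CHO cell line with stable XBP1 luciferase reporter; schedule: 16-18 h cell attachment at 37 °C, then 6 h compound exposure; signal: glow luminescence from Steady-Glo reagent; medium: serum-containing F12 medium, 10% FBS; benchmarks: tunicamycin 10 µg/mL and vehicle-only wells; read-out: percent activation relative to tunicamycin reference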
697 NFkB inh: lowers PMA/ionomycin-induced NF-kB signal in 697 B cells | 697 B-cell NF-kB luciferase reporter, 16 h | inhibition, % at 4 µM | actives 0.33% (n = 330,000) | AID 435022; in the data active = inhibition above about 35%
TIM10 inh: inhibits growth of TIM10 yeast strain | S. cerevisiae TIM10 strain growth, BacTiter-Glo luminescence, 24 h | inhibition, % at 10 µM | actives 1.4% (n = 330,000) | AID 463195;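 active = inhibition of 40% or more at the single tested concentration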;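 also: wild-type TIM10 isogenic control strain grown at permissive 25 °C; 0% = DMSO yeast wells and 100% = minimal medium wells without yeast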
CHOP UPR activ: apoptotic UPR (CHOP) activation; CHO-CHOP luciferase reporter, luminescence; percent of tunicamycin response over DMSO baseline; activation, % at 10 µM; actives 0.34% (n = 330,000);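 active = at 10 µM dose, activation of 40% or more, normalized to positive control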;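 also: 100% = tunicamycin at 10 µg/mL and 0% = DMSO alone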
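System: CHO-CHOP luciferase reporter cell line; amount: 500 cells/well; buffer or medium: F12 medium containing 10% fetal bovine serum; incubation: 6 h compound exposure at 37 °C after overnight seeding; measured by: luciferase luminescence after 10 min with Steady-Glo reagent; evaluation: % reporter activation, DMSO baseline versus tunicamycin full activation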
* = called active by the depositor; i = inactive.

SMILES	Mdm2-MdmX inh	tim23-1 inh	Jurkat NFkB inh	tim10-1 inh	UPR XBP1 act	697 NFkB inh	TIM10 inh	CHOP UPR activ
OC(CN1CCCCCC1)CN(c1ccccc1)c1ccccc1 (stereo not drawn)	-4	1	16	-7	-3	-9	2	-0.3
CC1(C)Cc2c(cnn2-c2ccc(F)cc2)C(NC(=O)CCN2CCCCO2)C1 (stereo not drawn)	10	7	0	-2	-4	-9	4	2.6
Cc1cccc(N2CCN(C(=O)CCC(=O)N3Cc4ccccc4Oc4ncccc43)CC2)c1C	2	26	9	54*	-9	-17	-12	2.0
O=C(NCCC(=O)N(CCc1ccccc1)Cc1ccccc1)c1ccccc1Cl	-12	21	6	13	3	-3	2	0.9
O=C1CSC(c2ccccc2)N1CC(O)c1ccc([N+](=O)[O-])cc1 (stereo not drawn)	36	1	10	21	-2	16	-4	-2.1
CC(=O)c1c(OC(=O)c2cccc(Cl)c2)c2ccccc2n1C	13	9	-1	15	5	-8	4	0.4
COc1ccc(CC2S/C(=N/N=C/c3ccccc3O)NC2=O)cc1 (stereo not drawn)	44	20	-18	18	1	4	15	2.9
CN(C)CCNc1c2c(nc3ccccc13)CCC2	17	-20	6	-17	-5	-5	-6	-0.2
O=C(CCN1CCN(c2ccccc2)CC1)NNC(=O)Cc1ccccc1Cl	-16	-2	3	-5	0	10	-6	-1.5
Cc1cc(C)n2nc(C(=O)OCC(=O)c3cc(C)n(C)c3C)nc2n1	10	14	6	7	-2	4	6	-0.5
CCCC(NCC(=O)Nc1cc(S(=O)(=O)N2CCOCC2)ccc1OC)c1ccccc1 (stereo not drawn)	-8	22	-19	16	-2	-4	8	0.9
COc1ccc(CCNC2=C(Cl)C(=O)N(CCc3ccc(OC)c(OC)c3)C2=O)cc1OC	20	15	1	20	4	4	26	1.4
CCCc1cc(=O)[nH]c(SCc2nc3ccc([N+](=O)[O-])cc3[nH]2)n1	10	12	-6	6	-2	17	1	-1.4
Cc1c(C(=O)N2CCOCC2)c(S(=O)(=O)Nc2cccc(C#N)c2)c(C)n1C	19	-7	2	3	-5	4	9	2.0
COc1ccc(CCN2C(=S)N(C)C(=O)C2CC(=O)Nc2ccc(OC)cc2)cc1 (stereo not drawn)	0	25	-8	37	-2	21	34	-0.3
O=C(Nc1ccnn1C1CCN(C/C=C/c2ccc(F)cc2)CC1)C1CCCC1	22	-5	11	-5	-1	-3	-2	-0.1
c1coc(CN2CN=C(Nc3nc4ccccc4s3)NC2)c1	-38	11	-22	15	-1	-65	-6	2.0
COc1ccc(C(Nc2ccccn2)c2c(NC(=O)c3ccco3)sc(C)c2C)cc1 (stereo not drawn)	33	47	-15	41*	-1	-6	38	-2.3
COc1cc(/C=C2/SC(=S)N(Cc3ccccc3)C2=O)ccc1OS(C)(=O)=O	22	15	18	16	0	14	23	4.6
CCOc1ccc(C(=O)C(C)OC(=O)c2cnc(C)cn2)cc1 (stereo not drawn)	16	13	2	4	-3	-1	6	-2.1
CCNC(=O)Cn1c(=O)c(=O)n(Cc2ccccc2)c2ccc(Cl)cc21	-4	5	14	11	-1	4	7	-1.2
O=C(COC(=O)Cn1cnc2ccccc21)Nc1cccc([N+](=O)[O-])c1	4	-6	-7	-5	0	10	-11	0.3
CCCCNC(=O)CN(c1cc(C(F)(F)F)ccc1Cl)S(C)(=O)=O	7	-1	-6	4	0	11	-5	-1.0
O=C(CC(NC(=O)c1ccccc1Cl)c1ccccc1)Nc1ccc2c(c1)OCO2 (stereo not drawn)	-21	10	0	-5	-2	11	7	2.5
O=C(NCC1CCCO1)C1CCCN(S(=O)(=O)c2cccc(C(F)(F)F)c2)C1 (stereo not drawn)	-32	16	-33	11	-1	-26	-4	0.8
SMILES	Mdm2-MdmX inh	tim23-1 inh	Jurkat NFkB inh	tim10-1 inh	UPR XBP1 act	697 NFkB inh	TIM10 inh	CHOP UPR activ
COc1ccc(/C=C/C(=O)NCCc2ccc(S(N)(=O)=O)cc2)cc1	22	4	4	5	-2	28	-8	1.4
N#CC(c1ccc(F)cc1)c1ccc(C(=O)c2ccccc2)cc1 (stereo not drawn)	-18	4	3	6	5	0	9	-0.6
CC(=O)N1CCc2cc(S(=O)(=O)NCCC(=O)Nc3cccc(C)c3C)ccc21	-29	-1	-8	13	0	-33	-14	-1.8
COc1ccccc1CNCC(=O)Nc1ccc(C#N)cc1	1	11	-14	22	-2	-8	-12	-1.4
C/C=C/c1ccc(OCC(=O)N(C)CC(=O)Nc2ccc(F)cc2)c(OC)c1	11	22	8	4	-2	2	1	1.1
Cc1cc(C)c2c(c1)-c1c(ssc1=S)C(C)(C)N2C(=O)CN1C(=O)c2ccccc2C1=O	25	33	3	30	-4	-8	33	1.0
CCN(CC)CCN(C(=O)C1=COCCO1)c1nc2cc(C)cc(C)c2s1	27	18	-5	9	-4	-23	8	2.0
Cc1ccc(CCNC(=O)C2CCN(c3nn4c(=O)cc(C)nc4s3)CC2)cc1	-7	8	2	4	0	17	8	-0.9
Cc1ccc(C(=O)N/C(=C\c2ccco2)C(=O)NCC2CCCO2)cc1C (stereo not drawn)	9	15	4	15	-1	-40	5	-1.5
COC(=O)c1ccc(COC(=O)c2cccn2C)o1	2	20	-22	8	-5	3	1	6.0
Cc1ccc(NC(=O)CCN2CCOCC2)cc1C	8	9	-2	-4	-2	7	7	-1.0
CCN(C(=O)COC(=O)c1cc(S(=O)(=O)N2CCc3ccccc32)ccc1OC)C1CCS(=O)(=O)C1 (stereo not drawn)	14	8	4	23	-1	7	11	-0.5
C=CCN=C1CC(C)(C)C(C(=O)OC)C(O)=C1C(=O)CCC (stereo not drawn)	-9	11	-14	8	5	-1	15	0.1
COc1ccc(-n2ccnc2SCC(=O)NC2CCCC2)cc1	-28	10	-3	9	-1	-4	2	0.7
COc1ccc(-c2cc(C(=O)NCC3CCCO3)on2)cc1OC (stereo not drawn)	12	-11	-2	11	-3	14	-10	1.0
CC(C)OCCCNC(=O)c1ccc(CN2CCc3ccccc3C2)cc1	24	-2	19	3	-4	-15	-12	1.8
Cc1c(O)ccc2cc(S(=O)(=O)c3ccccc3)c(=O)oc12	-14	14	-8	17	-2	3	-2	0.5
CC(C)C[C@@H]1NC(=O)N(CCN2CCOCC2)C1=O	5	7	-3	-11	-2	15	-3	0.1
CCN(CC(=O)Nc1ccccc1C(F)(F)F)C(=O)C1CCN(C(=O)Nc2ccccc2)CC1	-2	-6	-10	-5	-2	22	-5	2.0
COCCN(C(=O)COC(=O)CCCOc1ccc(OC)cc1)c1c(N)n(Cc2ccccc2)c(=O)[nH]c1=O	-6	-4	-11	5	-2	13	11	-0.7
CCCN1C(=O)/C(=C/c2cc(C)n(C)c2C)SC1=Nc1ccc(OC)cc1	18	28	-13	27	2	-40	11	-0.1
Nc1ncnc2nc(SCCN3CCCCC3)[nH]c12	15	-3	-2	8	1	-6	10	-0.4
COc1ccc(C(=O)NCc2ccco2)cc1S(=O)(=O)N1CCOCC1	3	1	1	-20	-6	1	9	0.9
CCCCCSc1nncc(=O)[nH]1	14	5	-8	4	-3	3	6	-1.0
Cc1ccc(S(=O)(=O)N(CC(=O)N=Nc2c(O)[nH]c3ccccc23)c2cccc(C)c2)cc1	22	24	2	34	-1	-16	-7	0.8
SMILES	Mdm2-MdmX inh	tim23-1 inh	Jurkat NFkB inh	tim10-1 inh	UPR XBP1 act	697 NFkB inh	TIM10 inh	CHOP UPR activ
C=CCn1c(SCC(=O)Nc2ccc(F)cc2F)nc2c([nH]c3ccccc32)c1=O	65*	5	2	-6	-2	-10	-12	1.0
O=C(CCC(=O)N1CCN(S(=O)(=O)c2ccc(Cl)cc2)CC1)Nc1ccc(Cl)cc1Cl	9	-27	-2	35	1	6	33	1.5
O=C(CSc1nnnn1-c1ccccc1)Nc1ccc(Cl)cn1	5	-17	8	4	2	4	-20	-2.8
Cc1csc2nnc(N)n12	15	9	-14	10	-2	2	5	3.3
CC(C)(C)NC(=O)Cn1nnc(-c2ccc(OCc3c(F)cccc3Cl)cc2)n1	30	-3	-5	0	-3	-4	-18	-0.7
NC(=O)COC(=O)c1cc(=O)[nH]c2ccccc12	16	3	2	3	0	24	0	0.4
Cc1ccc(NC(=O)c2cccc(S(=O)(=O)N3CCCCC3)c2)cc1	26	37	8	22	-2	4	27	3.2
NNC(=O)CCN1CCN(C(c2ccccc2)c2ccccc2)CC1	3	18	-4	4	3	12	25	0.1
Cc1ccc(CNC(=O)Cn2cnc3c(OCc4ccccc4)ncnc32)o1	-10	19	2	13	3	9	2	1.5
CCC(C)NC(=O)c1ccc(CSCc2ccccc2Cl)o1 (stereo not drawn)	-4	23	-8	13	0	-18	4	2.7
CC(C)c1ccc(NC(=O)[C@H](Cc2c[nH]c3ccccc23)NC(=O)[C@@H]2Cc3ccccc3CN2)cc1	96*	28	-35	26	-3	i	16	1.7
O=C1c2cccc3cccc(c23)C(=O)N1c1ccc2ncccc2c1	-6	12	9	29	0	-17	39	-2.4
CCCCCc1ccc(-c2ccc(/C=C/C(N)=O)cc2)nc1	-57	22	-92	3	1	-97	4	3.4
O=C(NCCCSc1ccccc1)c1cc(Br)ccc1O	38	42	2	46*	-3	9	16	-1.2
COc1ccc2c(c1)CCc1cc(C(=O)N3CCN(c4ccc(N5CCOCC5)nn4)CC3)sc1-2	29	-6	12	1	2	9	-4	-3.8
CC(Sc1nc2ccccc2c(=O)n1CCc1ccc(S(N)(=O)=O)cc1)C(=O)NC(N)=O (stereo not drawn)	-6	11	-16	11	0	-6	-8	0.7
O=S(=O)(c1ccc(Cl)nc1)N1CCc2ccccc21	-12	9	14	6	-2	8	-9	1.6
COc1ccc(NC(=O)C2CCCN(S(=O)(=O)c3ccc4c(c3)oc(=O)n4C)C2)c(OC)c1 (stereo not drawn)	32	10	12	-3	-2	15	0	2.4
Cc1ccc(OCCC(=O)OCC(=O)NC2CCS(=O)(=O)C2)cc1 (stereo not drawn)	4	13	0	-3	1	4	-9	-1.1
Cc1ccccc1Cn1nc(C)c(NC(=O)/C=C/c2cnn(C)c2)c1C	-2	5	4	12	0	-14	1	-2.0
CCc1ccc(NC(=S)N(CCCN2CCN(C)CC2)Cc2cccs2)cc1	20	-3	-2	-16	0	3	11	-0.1
CCOC(=O)C(=O)N1CCC(C(=O)OCC)CC1	-19	17	11	2	4	-2	-2	0.8
CN1CCSc2ccc(C(=O)NCc3ccccc3F)cc21	-36	34	4	19	1	-22	5	5.0
O=C1CC(c2c(F)cccc2Cl)C(n2cncn2)C(O)=C1C1NCCc2ccccc21 (stereo not drawn)	6	3	-13	13	4	6	-8	-1.1
